From PubChem BioAssay
PERK inhibitor: blocks human PERK kinase | Q9NZJ5 | inhibition, % at 5.6 µM | AID 1416 | 220,000 compounds, 0.17% hits | CHO PERK-DD fusion, SEAP luminescence translation reporter;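 active = inhibition above the mean inhibition of all tested compounds plus 3 SD, set separately per screening campaign, cut at about 2.9% in these data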;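 also: PERK kinase domain activated by AP20187 dimerizer at 100 nM; 0% = DMSO with dimerizer and 100% = rapamycin at 8.4 µM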
Wee1 degr inh: human Wee1 degradation inhibition, primary screen; AID 1321; HeLa Luc-Wee1K328M stability, luciferase luminescence; 100% = proteasome inhibitor MG132 effect; P30291; 220,000 compounds, 1.2% hits; reporter increase, % at 5 µM;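 active = activation above the mean of all tested compounds plus 3 SD, set per screening run, cut at about 8.8% in these data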;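 also: cells exposed to compound for 20 h before luminescence read; 0% = DMSO alone and 100% = MG132 at 30 µM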
NPY-Y2 PAM-ag: human NPY-Y2 potentiation or agonism, primary screen. activation, % at 3.6 µM. 220,000 compounds, 0.45% hits. P49146. cells expressing NPY-Y2, potentiator/agonist read-out; in the data active = activation above about 27%;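 also: cells stimulated with NPY near EC25 plus isoproterenol at EC100; 0% = vehicle plus submaximal agonist and 100% = vehicle plus saturating agonist; some results beyond the cut were filed as inactive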
Target sequence (P49146 whole entry, looked up): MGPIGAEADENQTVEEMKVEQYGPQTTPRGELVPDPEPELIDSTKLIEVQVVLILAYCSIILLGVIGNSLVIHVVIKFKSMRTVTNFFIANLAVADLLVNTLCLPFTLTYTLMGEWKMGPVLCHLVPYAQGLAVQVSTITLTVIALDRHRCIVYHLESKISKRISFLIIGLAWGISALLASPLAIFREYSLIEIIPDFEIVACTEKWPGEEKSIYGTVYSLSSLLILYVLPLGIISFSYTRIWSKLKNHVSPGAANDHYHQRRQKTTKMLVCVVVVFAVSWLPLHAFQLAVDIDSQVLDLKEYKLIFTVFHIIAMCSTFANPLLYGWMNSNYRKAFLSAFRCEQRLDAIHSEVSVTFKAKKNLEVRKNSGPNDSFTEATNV
eIF4E-4G inh: eIF4E/eIF4G interaction inhibition in translation initiation | P63073+Q04637 | TR-FRET eIF4E-eIF4GI(517-606) binding, 2 h | inhibition, % at 21.7 µM | 220,000 compounds, 0.37% hits | AID 782;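 active = inhibition above about 30%, limit read from the data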;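 also: 0% = full FRET control wells and 100% = background wells lacking eIF4GI fragment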
Ba/F3 V617F tox: lowers viability of Ba/F3 cells expressing EpoR and JAK2V617F; ATP luminescence; inhibition, % at 5.6 µM; 220,000 compounds, 1.1% hits; AID 1446;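 active = inhibition above the campaign mean plus 3 SD over all tested compounds, cut at about 24% in these data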;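 also: cytokine-independent growth of Ba/F3 cells driven by EpoR plus mutant JAK2; 0% = DMSO-treated cells and 100% = JAK inhibitor I control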
BaF3 parental: reduces parental Ba/F3 cell viability, JAK2V617F counter-screen; CellTiter-Glo ATP luminescence; inhibition, % at 5.6 µM; 220,000 compounds, 1.1% hits; AID 1486;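 active = inhibition above a per-campaign cutoff, the mean inhibition of all tested compounds plus 3 SD, cut at about 27% in these data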;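 also: 0% = DMSO wells and 100% = JAK Inhibitor I control wells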
S1P4 antag: antagonists of human S1P4 receptor; inhibition, % at 4.98 µM; O95977; S1P4-expressing cells, antagonist mode, reporter read-out; AID 1510; 220,000 compounds, 0.26% hits; in the data active = inhibition above about 29%;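 also: 0% = wells stimulated with agonist and 100% = vehicle wells without agonist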
Target sequence (O95977 whole entry, looked up): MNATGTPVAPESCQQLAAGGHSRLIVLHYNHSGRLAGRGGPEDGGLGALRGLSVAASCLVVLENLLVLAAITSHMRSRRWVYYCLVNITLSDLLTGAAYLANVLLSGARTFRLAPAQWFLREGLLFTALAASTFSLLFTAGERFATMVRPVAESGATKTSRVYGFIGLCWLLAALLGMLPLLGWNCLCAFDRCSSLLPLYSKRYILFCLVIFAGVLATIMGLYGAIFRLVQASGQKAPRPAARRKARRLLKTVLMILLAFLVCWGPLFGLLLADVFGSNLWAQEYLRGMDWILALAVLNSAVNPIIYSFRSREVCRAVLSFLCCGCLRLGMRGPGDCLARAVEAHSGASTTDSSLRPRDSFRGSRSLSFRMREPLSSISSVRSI
MDM2 E3 inh: inhibitors of human Mdm2 E3 ubiquitin ligase. cell-based MDM2 ubiquitination luciferase reporter, 2 h; 0 = plate control, 100 = twice control, blank-subtracted. signal enhancement, % at 5 µM. Q00987. AID 1230. 210,000 compounds, 0.11% hits;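 active = signal enhancement of 30% or more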;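 also: luminescence tracks abundance of the self-degrading MDM2-luciferase fusion protein; higher signal means inhibition of MDM2 E3 ligase activity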
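Assay system: stable mammalian line carrying autodegrading MDM2–luciferase fusion reporter; Input: 2000 cells in each well; Compound dosing: single-point 5 µM; Schedule: 2 h compound exposure at 37 °C; Signal: SteadyLite luciferase luminescence after 15 min room-temperature reagent incubation; Evaluation: % luminescence enhancement versus blank-corrected plate control mean; Benchmarks: plate controls and plate blanks.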
S1P4 ag: human S1P4 receptor agonism. O95977. S1P4-expressing cell line, agonist reporter assay. activation, % at 4.98 µM. 220,000 compounds, 0.35% hits. AID 1509; in the data active = activation above about 11%;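 also: 0% = DMSO vehicle and 100% = reference agonist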
Numbers without * were called inactive; . = no result given; [ ] = dose if it differs, or a comment.

SMILES	PERK inhibitor	Wee1 degr inh	NPY-Y2 PAM-ag	eIF4E-4G inh	Ba/F3 V617F tox	BaF3 parental	S1P4 antag	MDM2 E3 inh	S1P4 ag
Cc1nnc(SCCn2c(N3CCCC(C)C3)nc3c2c(=O)[nH]c(=O)n3C)s1 (centres undefined)	0.1	0	6	-4[fluorescence artefact?]	-2	1	6	-13	1.4
Cc1sc2ncn(/N=C/c3ccco3)c(=O)c2c1C	0.0	2	4	-8	-1	-1	-7	.	0.8
Cc1ccc(S(=O)(=O)N2CCOCC2)cc1NC(=O)CSc1cccc[n+]1[O-]	0.5	1	0	5[fluorescence artefact?]	1	6	-19	-8	-0.6
N#C/C(=N\Nc1ccc(Br)cc1)C(=N)N1CCOCC1	0.9	1	3	3	-4	2	14	-12	1.5
O=C(CCS(=O)(=O)c1cccc2nsnc12)NC1CCCCC1	0.1	-4	-2	-1[fluorescence artefact?]	3	6	-25	2	2.4
COC(=O)c1cccc(NC(=S)NCc2ccc(F)cc2)c1	-0.9	-4	7	-1	3	-2	-4	1	4.9
N/C(=N\O)c1ccc([N+](=O)[O-])s1	2.0	2	3	1	0	1	9	-6	0.1
CCn1c(=O)c2c(n3c(=S)[nH]nc13)-c1ccccc1CC21CCCCC1	-0.1	-2	3	-1	4	8	-15	-10	-1.5
Cn1c(SCC(=O)Nc2nccs2)nnc1C12CC3CC(CC(C3)C1)C2	-0.9	2	-4	-10	-1	5	-18	-5	-2.0
COc1ccccc1/C=N/NC(=O)c1ccc(CN2C(=O)c3cccc4cccc2c34)cc1	-0.4	9.0*	-17	-1	3	-5	-5	.	0.3
O=[N+]([O-])c1cccc(-c2nnc(SCc3cccnc3)o2)c1	0.4	-1	6	3	-3	3	4	2	0.5
CCOC(=O)Cc1csc(NC(=O)NC2(C(F)(F)F)Oc3ccc(Cl)cc3O2)n1 (centres undefined)	0.3	2	-3	7	30*	18	13	-7	-1.7
COc1ccc2cc3c(N)nn(C(=O)c4cccc(F)c4)c3nc2c1	-0.5	0	5	75*	-6	2	2	-8	0.1
CCc1cccc2c(C(=O)C(F)(F)F)cn(CC(=O)N3CCOCC3)c12	0.0	-1	-9	2	5	4	-13	-5	1.3
CN(C)CCN=Cc1c(O)n(Cc2ccccc2)c(=O)c2ccccc12	-0.6	-3	-13	-3	0	3	2	-13	-0.2
CN(C)S(=O)(=O)c1cc(S(=O)(=O)N(C)C)c(Cl)cc1N	1.2	3	-17	-7	-3	-2	-13	-31	2.2
OC(CNCC1CCCO1)Cn1c2ccc(Cl)cc2c2cc(Cl)ccc21 (centres undefined)	-1.0	1	7	5	2	3	8	-26	-2.0
COc1ccc(CCNC2CC(=O)N(CCc3ccc(OC)c(OC)c3)C2=O)cc1 (centres undefined)	-0.8	-1	-3	-3	1	5	-11	15	-2.1
Cc1cc(/C=N\O)c(C)n1-c1ccncc1	1.4	-2	-8	.	-5	2	6	-13	-3.7
O=C1C2C3C=CC(CC3)C2C(=O)N1c1ccccc1[N+](=O)[O-] (centres undefined)	-0.1	-1	-4	0	3	0	9	-10	-0.2
CSc1ccc(/C=N/N2CCN(Cc3ccccc3)CC2)cc1	0.8	2	0	2	-2	1	-11	-4	1.1
NC(N)=N/N=C/c1ccc(OCc2ccc(Cl)cc2Cl)cc1	0.8	-1	-17	-7[fluorescence artefact?]	0	10	-25	2	0.9
O/N=C\c1ccc(-c2ccccc2)o1	0.4	3	3	16	-2	1	-19	1	0.7
Cc1ccc(COc2ccsc2C(=O)NNC(N)=S)cc1	0.1	1	-3	1	-5	-1	-9	-12	-2.2
Cc1c(N=Cc2ccc(O)c(Br)c2)cccc1[N+](=O)[O-]	2.1	-2	3	1	-6	4	-9	-3	1.4

Gathered by group, the entries above with a CF3 group (2)
SMILES	PERK inhibitor	Wee1 degr inh	NPY-Y2 PAM-ag	eIF4E-4G inh	Ba/F3 V617F tox	BaF3 parental	S1P4 antag	MDM2 E3 inh	S1P4 ag
CCOC(=O)Cc1csc(NC(=O)NC2(C(F)(F)F)Oc3ccc(Cl)cc3O2)n1 (centres undefined)	0.3	2	-3	7	30*	18	13	-7	-1.7
CCc1cccc2c(C(=O)C(F)(F)F)cn(CC(=O)N3CCOCC3)c12	0.0	-1	-9	2	5	4	-13	-5	1.3

One compound at a time (already shown). Order of values: PERK inhibitor | Wee1 degr inh | NPY-Y2 PAM-ag | eIF4E-4G inh | Ba/F3 V617F tox | BaF3 parental | S1P4 antag | MDM2 E3 inh | S1P4 ag
`O=C(CCS(=O)(=O)c1cccc2nsnc12)NC1CCCCC1` is entered as 0.1 | -4 | -2 | -1[fluorescence artefact?] | 3 | 6 | -25 | 2 | 2.4
`N/C(=N\O)c1ccc([N+](=O)[O-])s1` is entered as 2.0 | 2 | 3 | 1 | 0 | 1 | 9 | -6 | 0.1
`NC(N)=N/N=C/c1ccc(OCc2ccc(Cl)cc2Cl)cc1` is entered as 0.8 | -1 | -17 | -7[fluorescence artefact?] | 0 | 10 | -25 | 2 | 0.9
`Cn1c(SCC(=O)Nc2nccs2)nnc1C12CC3CC(CC(C3)C1)C2` is entered as -0.9 | 2 | -4 | -10 | -1 | 5 | -18 | -5 | -2.0
`O/N=C\c1ccc(-c2ccccc2)o1` is entered as 0.4 | 3 | 3 | 16 | -2 | 1 | -19 | 1 | 0.7

The results go on:
SMILES	PERK inhibitor	Wee1 degr inh	NPY-Y2 PAM-ag	eIF4E-4G inh	Ba/F3 V617F tox	BaF3 parental	S1P4 antag	MDM2 E3 inh	S1P4 ag
O=C(c1ccc2c3c(cccc13)CC2)C1CCCN(Cc2ccccn2)C1 (centres undefined)	-1.6	-3	-12	2	1	5	-11	1	4.6
CCC1=NN2C(=N)/C(=C\c3ccc(OCc4cc(=O)n5nc(CC)sc5n4)c(OC)c3)C(=O)N=C2S1	2.5	-2	5	21	0	6	-14	-2	-0.6
CCCCOC(=O)n1c(=O)oc2cc(S(=O)(=O)N3CCCCC3)ccc21	-0.8	-2	-1	4	-3	2	-14	-13	0.0
COCCCNc1nc2nonc2nc1NCCSC	0.6	1	-3	-1	-2	6	3	-3	-1.0
COC(=O)CCN(C(=O)c1ccc(N2CCCCC2)c([N+](=O)[O-])c1)c1ccccn1	0.9	-1	-5	-2	-3	-1	2	-5	-1.4
CN(C)/N=C/c1ccc(Sc2ccccc2[N+](=O)[O-])o1	0.6	-3	0	1	2	10	12	-17	2.2
COc1ccc(N(C(=O)c2ccc(Cl)cc2)C2=CC3CCC(C2)N3C)cc1 (centres undefined)	-0.7	-3	-7	-1[fluorescence artefact?]	-2	5	-3	-13	-5.5
CCN(CCn1cccn1)C(=O)c1cc(COc2cccc3cccnc23)on1	-0.7	-1	-4	3	3	0	2	-13	2.2
Cc1cc2c(cc1C)CSC(c1ccccc1O)SC2	-0.2	-1	18	.	-4	1	-4	-8	0.1
Cc1ccc(C(C(=O)NC(C)(C)C)N(Cc2cccs2)C(=O)c2ccc3c(c2)OCCO3)cc1 (centres undefined)	2.2	-1	4	7	-2	5	0	-19	-0.6
COC(=O)c1nnc(-c2ccccc2)c(-c2ccccc2)n1	1.6	1	-2	2	-3	2	-38	-9	0.0
O=S(=O)(Nc1ccc2c(c1)nc1n2CCN(Cc2ccccc2)C1)c1ccc(Cl)cc1	-0.5	-3	18	-2	-1	5	0	1	-1.3
COc1cccc2cc(C(=O)N3CCN(C45CC6CC(CC(C6)C4)C5)CC3)c(=O)oc12	-0.6	-2	-4	-1	-4	0	1	-22	0.5
CC(C)n1nnnc1-c1cc(Cl)cc(Cl)c1	3.5*	-2	10	-4	-4	3	0	15	1.4
O=C(CCn1cnc2ccccc21)N/N=C/c1ccc(O)cc1	0.6	-2	9	2	-2	4	-2	-2	-0.4
COc1ccc2c(c1)CCc1c(C(=O)Nc3c(C)nn(Cc4ccccc4)c3C)noc1-2	-1.4	-2	-11	5	1	5	-8	15	0.0
C=CCn1c(SCC(=O)N2CCN(c3ccc(F)cc3)CC2)nnc1-c1ccco1	-0.2	3	10	0	-4	1	-10	0	1.3
Cc1nnc(SCCn2c(N3CC(C)CC(C)C3)nc3c2c(=O)n(C)c(=O)n3C)s1 (centres undefined)	0.4	2	11	5[fluorescence artefact?]	2	5	-10	-5	0.6
Cc1ccccc1Nc1ncnc2c1cnn2-c1ccccc1	-0.3	-2	5	1	1	-3	5	-15	0.0
CCOc1ccc(N2C(=O)CNC2=S)cc1	0.2	-2	19	-6	0	2	4	-15	-1.9
N/C(Cc1ccc(Cl)cc1)=N\OC(=O)C1CCCCC1	1.1	3	-4	7	-4	4	1	3	-1.3
CC(C)(C)C(=O)N1CCc2cc(-c3csc(N)n3)ccc21	0.3	-3	-1	2	-1	-1	-12	-87	-0.4
C=C(C)COc1ccc2c(CC)cc(=O)oc2c1C	-0.1	0	-5	-2	-2	-1	-14	-8	-0.6

In a second layout: 2 of the compounds above.
structure: C=C(C)COc1ccc2c(CC)cc(=O)oc2c1C
  PERK inhibitor = -0.1; Wee1 degr inh = 0; NPY-Y2 PAM-ag = -5; eIF4E-4G inh = -2; Ba/F3 V617F tox = -2; BaF3 parental = -1; S1P4 antag = -14; MDM2 E3 inh = -8; S1P4 ag = -0.6
structure: COC(=O)c1nnc(-c2ccccc2)c(-c2ccccc2)n1
  PERK inhibitor = 1.6; Wee1 degr inh = 1; NPY-Y2 PAM-ag = -2; eIF4E-4G inh = 2; Ba/F3 V617F tox = -3; BaF3 parental = 2; S1P4 antag = -38; MDM2 E3 inh = -9; S1P4 ag = 0.0

Outcome played no part in choosing rows; any-hit rate near 4.1%.
